SUMO Mot1 rescue – blocks SUMOylation pathway, rescuing yeast Mot1-301 growth; S. cerevisiae Mot1-301 growth rescue, ATP luminescence, 38.5C; percent above DMSO median, 100 means doubled; growth rescue, % at 18.8 µM; actives 1% (n = 320,000); AID 2716;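 active = every valid replicate shows activation above 250% relative to neutral control wells; inactive = the rest, any valid replicate at or below 250%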;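 also: OY570 slx delta 5 strain wells were the positive control but not used for scaling; some compounds called inactive have numbers as strong as hits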
CDK5 inh – inhibitors of human CDK5/p35 kinase | Q00535+Q15078 | Recombinant CDK5/p35, ADP-Glo luminescence, 60 min | inhibition, % at 10 µM | actives 0.01% (n = 330,000);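 active = highest replicate inhibition of at least 50% and at least 75% of replicates reaching 50%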;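 also: plate controls were DMSO neutral control for no effect and GW8510 at 10 µM for full effect; many of its hits are not listed in these tables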
PvdQ inh – P. aeruginosa PvdQ acylase inhibition | purified PvdQ acylase, fluorescence plate reader | inhibition, % at 10 µM | actives 0.063% (n = 340,000); in the data active = inhibition above about 30%, passing the limit was not always enough;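 also: 0% = vehicle neutral wells and 100% = reference inhibitor wells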
Keap1 Nrf2 FP – inhibitors of human Keap1-Nrf2 protein-protein interaction | Q14145 | Keap1 Kelch-Nrf2 peptide fluorescence polarization, 1536-well | inhibition, % at 9.4 µM | actives 0.15% (n = 340,000); in the data active = inhibition above about 12%;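 also: human Keap1 Kelch domain with fluorescein labeled Nrf2 9mer peptide probe; 0% = neutral control wells and 100% = peptide positive control; higher means more block of Keap1 binding to Nrf2 peptide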
Target sequence (Q14145 whole entry, looked up, the tested form may be a part): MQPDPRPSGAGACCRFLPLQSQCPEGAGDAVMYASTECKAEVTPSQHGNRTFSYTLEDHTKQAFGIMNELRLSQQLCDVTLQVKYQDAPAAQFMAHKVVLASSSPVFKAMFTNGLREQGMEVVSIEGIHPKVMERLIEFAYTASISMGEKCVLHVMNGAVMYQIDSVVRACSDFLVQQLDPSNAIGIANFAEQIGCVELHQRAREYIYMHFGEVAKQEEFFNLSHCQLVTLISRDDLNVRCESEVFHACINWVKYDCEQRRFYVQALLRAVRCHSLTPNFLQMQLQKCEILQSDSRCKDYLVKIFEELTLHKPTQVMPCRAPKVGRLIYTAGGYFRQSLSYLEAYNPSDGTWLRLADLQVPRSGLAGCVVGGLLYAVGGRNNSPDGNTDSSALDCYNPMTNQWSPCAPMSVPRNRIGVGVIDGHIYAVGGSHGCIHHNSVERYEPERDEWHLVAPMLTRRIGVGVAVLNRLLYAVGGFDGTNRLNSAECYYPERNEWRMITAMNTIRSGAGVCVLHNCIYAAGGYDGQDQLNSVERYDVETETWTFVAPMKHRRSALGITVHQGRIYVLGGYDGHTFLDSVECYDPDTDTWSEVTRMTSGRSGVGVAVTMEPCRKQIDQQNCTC
NSD2 inh – NSD2 (human) methyltransferase inhibition; O96028; NSD2 peptide methylation, AlphaScreen, 120 min; inhibition, % at 12.5 µM; actives 0.54% (n = 310,000); AID 743445; in the data active = inhibition above about 50%
RTF Ca sens act – increases calcium sensitivity of human cardiac regulated thin filaments; P19429+P45379; IANBD-labeled TnC RTF fluorescence at EC20 calcium; 0% EC20 calcium, 100% full calcium; activation, % at 7.2 µM; actives 0.24% (n = 340,000);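 active = activation above the mean over all tested compounds plus 3 SD, cut at about 30% in these data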;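 also: rise in fluorescence read as greater calcium sensitivity of cardiac thin filaments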
dFosB activator – activators of mouse delta FosB homodimer. P13346. purified delta FosB, TAMRA-CDK5 oligo fluorescence polarization; percent of positive-control signal above neutral wells. activation, % at 25 µM. actives 0.99% (n = 340,000). AID 493131;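 active = mean activation above about 17%, with every replicate also reaching it, limit read from the data, passing the limit was not always enough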;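 also: fluorescence polarization rise as delta FosB binds a TAMRA Cdk5 AP-1 oligo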
Rtt109 HAT inh – inhibitors of Candida albicans Rtt109/Vps75 histone acetyltransferase; purified Rtt109/Vps75, ThioGlo CoA-SH fluorescence, 4 h; AID 540336; actives 0.16% (n = 330,000); Q5AAJ8; inhibition, % at 34.9 µM;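 active = inhibition of at least 50% in every replicate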
Target sequence (Q5AAJ8 whole entry, looked up): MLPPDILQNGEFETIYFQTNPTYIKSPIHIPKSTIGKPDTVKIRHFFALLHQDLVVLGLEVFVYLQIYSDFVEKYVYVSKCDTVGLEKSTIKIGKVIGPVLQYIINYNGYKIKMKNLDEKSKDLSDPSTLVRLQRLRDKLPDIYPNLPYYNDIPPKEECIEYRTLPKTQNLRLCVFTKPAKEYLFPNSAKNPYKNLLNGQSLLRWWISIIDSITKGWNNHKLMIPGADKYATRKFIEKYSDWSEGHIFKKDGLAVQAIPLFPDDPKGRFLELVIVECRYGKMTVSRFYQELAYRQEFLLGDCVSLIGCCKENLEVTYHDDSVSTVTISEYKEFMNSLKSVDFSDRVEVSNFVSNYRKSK
Cardiac RTF inh – cardiac RTF calcium desensitization; P19429+P45379; IANBD-labeled cardiac RTF, Ca2+ fluorescence; inhibition, % at 7.15 µM; actives 0.12% (n = 340,000);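 active = inhibition above the mean inhibition of all tested compounds plus 3 SD, cut at about 17% in these data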;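 also: assay run at fixed EC70 calcium of 1.6 mM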
PfHsp90 yeast 2 – reduces growth (ATP signal) of yeast expressing P. falciparum Hsp90. actives 0.32% (n = 310,000). AID 504621. inhibition, % at 9.4 µM. S. cerevisiae expressing PfHsp90, BacTiter-Glo ATP, 48 h; yeast lacking PDR1 and PDR3 efflux regulators;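 active = every replicate shows inhibition above about 80%, whatever the replicate mean, limit read from the data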;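 also: 0% = DMSO neutral controls and 100% = 20 µM radicicol positive controls; yeast relying on Plasmodium falciparum Hsp90 in place of its own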
C-LANA FP – blocks KSHV LANA C-terminal domain binding to DNA; inhibition, % at 9 µM; MBP-C-LANA/FAM-LBS DNA binding, fluorescence polarization; actives 0.078% (n = 340,000); AID 504423;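 active = highest replicate inhibition at or above 60% at 9 µM, even if other replicates fall short; inactive = all replicates below 60% inhibition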;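 also: 0% = neutral control wells and 100% = 4 µM acridine orange control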
Starred values were filed as active, the others as inactive; nt = not tested or not shown. Hits appear at their usual frequency, and some 3.2% of all compounds hit somewhere here.

Every second line gives: SUMO Mot1 rescue, CDK5 inh, PvdQ inh, Keap1 Nrf2 FP, NSD2 inh, RTF Ca sens act, dFosB activator, Rtt109 HAT inh, Cardiac RTF inh, PfHsp90 yeast 2, C-LANA FP
O=C(NCCCN1CCOCC1)c1cc2ccccc2o1
    -19, 1.2, 3, -4, -1, 2, 3, -2, 6, -11, -0.2
O=C(Nc1ccccc1)NC1CCN(Cc2nnnn2C2CCCCC2)CC1
    6, -0.5, -2, -3, -3, -1, 2, 7, -2, -17, 0.4
Cc1ccc(NC(=O)CN(C)S(=O)(=O)c2cccc3nsnc23)cc1C
    85, 2.4, -17, 1, 19, 7, -1, 11, -15, -7, -0.1
COc1ccc(-c2nc(CS(=O)CC(=O)NCc3ccco3)c(C)o2)cc1 (centres undefined)
    -9, -1.9, -12, -6, nt, 0, -8, 2, -5, 6, 0.2
COC(=O)c1cc(-c2ccc(Br)cc2)c2c(=O)n(C)c(=O)n(C)c2n1
    21, -3.2, -19, 2, 0, 2, 1, 2, -6, 9, 3.1
Cc1ccc(OCC(=O)N/N=C/c2ccccc2)c([N+](=O)[O-])c1
    nt, 0.4, -1, 4, -1, -5, -9, 6, -4, 0, -0.1
COc1ccc(C(=O)COC(=O)CCNS(=O)(=O)c2ccc(NC(C)=O)cc2)c(OC)c1
    1, 1.0, -1, 2, -1, 6, -5, 14, -7, 4, -0.1
COC(=O)c1[nH]c2ccc(C)cc2c1NC(=O)CN1CCCc2ccccc21
    32, 0.7, -12, -8, -4, -1, 8, 8, -12, -10, 0.7
CS(=O)(=O)N(CC(=O)N1CCCC1)c1ccccc1Br
    -2, -0.5, -13, -2, 0, 0, -8, -4, -7, -17, -0.9
Cc1nc2c3ccccc3nc(NNC(=O)CCC(=O)N3CCC(C)CC3)n2n1
    6, -1.5, 0, 4, 1, -9, -2, -2, -7, -31, 1.4
CC(C)N=Cc1c(O)[nH]c2ccccc12
    -3, 3.0, -4, -1, 2, -5, 4, 2, 0, 0, -0.6
COC(=O)C1=C(CS(=O)(=O)c2cc(Cl)ccc2OC)NC(=O)NC1c1ccc(O)c(OC)c1 (centres undefined)
    -12, -0.3, -4, 0, 0, -1, -6, 14, -6, 3, 0.0
CC(=O)Nc1ccc(S(=O)(=O)Nc2ccccc2N2CCOCC2)cc1Cl
    -5, -1.5, -3, 1, 2, -6, -3, -7, -5, 4, -1.0
CCC(C)NC(=O)C1(O)c2ccccc2NC(=O)N1c1ccc(C)c(C)c1 (centres undefined)
    11, 0.9, -19, 1, 0, 7, -1, -2, -5, 5, 2.5
F[B-](F)(F)COc1ccccc1
    nt, 1.8, 7, 0, nt, -8, -10, 1, 5, 17, 0.9
O=[N+]([O-])c1ccc2c(c1)c1ccccc1n2CCO
    -28, 0.6, -10, -3, 1, nt, -1, -4, nt, -10, -0.2
Cc1cc(=O)[nH]c(SCC(=O)Nc2ccc(Br)cc2)c1C#N
    -6, -1.1, -8, 2, 3, -1, 1, 3, -13, 8, 1.6
CC(C)CCN(C(=O)CNC(=O)c1cccs1)C(C(=O)NC1CCCCC1)c1cccnc1 (centres undefined)
    27, -1.5, 6, 1, 5, 3, -5, 1, -10, 6, -0.6
S=C(NCCc1ccccc1)N1CCn2cccc2C1c1cccnc1 (centres undefined)
    28, -0.1, -12, 2, 4, -1, -11, 12, -2, 25, -1.5
Cc1ccc(C2CC(=O)c3cnc(N4CCc5ccccc5C4)nc3C2)cc1 (centres undefined)
    21, 0.4, -8, -4, -3, 0, -5, 5, -1, 12, -0.9
CCCCNC(=O)C(=O)N/N=C/c1cccc(Br)c1
    -10, 1.1, -5, -3, -2, -6, 3, -3, 0, -2, -0.1
COc1ccc(S(=O)(=O)Oc2cc(C(=S)N3CCOCC3)ccc2OC)cc1
    nt, -0.2, 8, 1, 3, -2, -4, -5, 4, -5, -0.1
CC1CN(c2cc3nccnc3cc2F)CC(C)O1 (centres undefined)
    5, -1.2, 2, 5, -2, 7, -4, 0, 6, 6, 3.3
CC1CCCCC1NC(=O)CSc1ccsc1[N+](=O)[O-] (centres undefined)
    nt, -1.1, -6, -8, -1, -2, -1, -13, -13, -3, -0.2
COc1ccc(CCNC(=O)C(C(=O)c2ccccc2)n2cc(Cl)ccc2=O)cc1OC (centres undefined)
    7, nt, -7, -5, -3, -1, 3, -5, 0, 0, 1.4
COc1ccc2c(COC(=O)[C@H](C)NS(=O)(=O)c3ccccc3F)cc(=O)oc2c1
    -2, -1.4, -5, -3, -1, -1, -8, -1, -4, -7, -1.1
O=C(O)CSc1cnc2ccccc2n1
    -8, -1.1, -22, -1, -2, 5, -8, 4, -7, 1, 1.0
CCCCOC(=O)CCCc1ccc([N+](=O)[O-])cc1[N+](=O)[O-]
    -13, -0.7, -4, -6, 20, 6, 3, -5, -8, 6, -0.6
CC(C)CN1CCNC(=O)C1CC(=O)NCCCN1CCCc2ccccc21 (centres undefined)
    -20, 3.5, 1, -2, nt, 3, -7, 23, -13, -1, 5.1
CCOC(=O)CN1C(=O)C(CC)Oc2ccc(Cl)cc21 (centres undefined)
    -18, -1.2, -12, 0, -2, -2, -3, -16, -4, -2, 1.4

The closing three records of the section before open the next one.
Every second line gives: SUMO Mot1 rescue, CDK5 inh, PvdQ inh, Keap1 Nrf2 FP, NSD2 inh, RTF Ca sens act, dFosB activator, Rtt109 HAT inh, Cardiac RTF inh, PfHsp90 yeast 2, C-LANA FP
CCCCOC(=O)CCCc1ccc([N+](=O)[O-])cc1[N+](=O)[O-]
    -13, -0.7, -4, -6, 20, 6, 3, -5, -8, 6, -0.6
CC(C)CN1CCNC(=O)C1CC(=O)NCCCN1CCCc2ccccc21 (centres undefined)
    -20, 3.5, 1, -2, nt, 3, -7, 23, -13, -1, 5.1
CCOC(=O)CN1C(=O)C(CC)Oc2ccc(Cl)cc21 (centres undefined)
    -18, -1.2, -12, 0, -2, -2, -3, -16, -4, -2, 1.4
COc1cccc(/C=N/NC(=O)c2[nH]nc3c2CCc2ccccc2-3)c1O
    -2, 2.2, 5, 0, -3, 2, 76*, -3, -10, 19, 0.0
O=[N+]([O-])c1ccc(COc2ccc(-c3[nH]ncc3-c3ccc(Cl)cc3)c(O)c2)cc1
    -12, 1.1, 6, -2, 1, 2, 3, 3, 3, 4, 1.8
N#C/C(=N\Nc1ccccc1)C(=N)N1CCCCCC1
    5, 0.6, -13, 1, 5, 2, 2, 0, -2, 3, -0.3
Nc1ncnc(Sc2ccc(Cl)cc2)c1[N+](=O)[O-]
    0, 0.4, -8, -4, -1, 0, 2, -4, -5, 10, 0.9
O=C(c1ccccc1Cl)N1CCSCC1
    -20, 0.5, -6, -2, 6, 2, -6, -8, -4, 20, 0.7
CCOC(=O)CC(NC(=O)Cn1nnc(-c2ccccc2)n1)c1ccc(OC)cc1 (centres undefined)
    7, 0.3, -11, 0, -5, 0, -6, 5, 3, nt, 1.0
CN(C)c1ccc(Cl)cc1N
    -1, -0.9, 4, -7, 0, 3, -4, -9, -3, -11, 2.6
O=C(NCCCN1CCOCC1)c1cc(C(=O)C2CC2)c[nH]1
    -22, -1.6, -14, -2, -1, 2, -2, -8, -5, nt, 0.0
C=CCc1cccc(CNc2ccc(S(=O)(=O)Nc3nccnc3OC)cc2)c1O
    4, -1.1, -3, -1, 29, -4, 7, 4, 8, 3, 0.0
CC(=O)Nc1ccc(S(=O)(=O)N2CCSC2c2ccccc2Cl)cc1 (centres undefined)
    299, 1.8, 2, -5, 0, 6, -3, 16, -7, -3, -1.9
O=C(CCN1C(=O)[C@@H]2Cc3ccccc3CN2C1=O)NCCc1ccccc1
    -5, -0.2, -13, 0, -2, -3, 1, 1, -12, -6, -0.7
C=CCN(CC=C)C(=S)NC(=O)/C=C/c1ccc(C)cc1
    -12, -2.2, -14, -2, -1, 9, -3, 9, -15, 1, -0.6
COc1ccc(C[C@@H]2CN3C(=NC[C@@H]3C)N2CCNC(=O)c2ccc(C)c(Br)c2)cc1
    3, -1.5, -24, -4, nt, 7, -4, 6, -8, 9, -0.1
CCCCCCOc1ccc(C(=O)O)cc1
    -1, -0.4, -12, -5, -3, 3, -4, 1, 2, 7, -0.3
CN(C)/C=N/c1c(C#N)cnn1-c1ncnc2sc(-c3ccccc3)cc12
    nt, -0.6, -12, -1, 1, -3, -15, 9, -19, -3, -2.0
CCC(=O)OC1(C)C(=O)C2=COC(c3ccc(OC)cc3)=CC2=C(Br)C1=O (centres undefined)
    379, 0.3, -12, -1, nt, -13, -2, 3, 17*, 113*, 7.3
Cc1ccc(C)c(N2C(=O)CC(Cc3ccc(Cl)cc3)C2=O)c1 (centres undefined)
    1, 0.9, 1, 2, -6, 2, 4, -3, -7, -12, 2.0
Cc1c(Cl)cccc1NC(=S)NCCc1ccc(Cl)cc1
    -20, 0.0, 1, -3, 22, -7, -5, 10, -5, -12, -0.8

3 compounds from above, ordered by SMILES length, rising.
Every second line gives: SUMO Mot1 rescue, CDK5 inh, PvdQ inh, Keap1 Nrf2 FP, NSD2 inh, RTF Ca sens act, dFosB activator, Rtt109 HAT inh, Cardiac RTF inh, PfHsp90 yeast 2, C-LANA FP
Nc1ncnc(Sc2ccc(Cl)cc2)c1[N+](=O)[O-]
    0, 0.4, -8, -4, -1, 0, 2, -4, -5, 10, 0.9
O=C(NCCCN1CCOCC1)c1cc(C(=O)C2CC2)c[nH]1
    -22, -1.6, -14, -2, -1, 2, -2, -8, -5, nt, 0.0
O=C(CCN1C(=O)[C@@H]2Cc3ccccc3CN2C1=O)NCCc1ccccc1
    -5, -0.2, -13, 0, -2, -3, 1, 1, -12, -6, -0.7

Compound activity deposited in PubChem BioAssay by several laboratories.
